Screening results (PubChem)
mIDH1 inhibitor = human IDH1 R132H inhibition. Potency, µM (highest dose often 76.6 µM), for inactives: at the highest dose activity change, negative = inhibition, usual class: inhibitors. IDH1-R132H enzyme, NADPH consumption, diaphorase/resazurin fluorescence. O75874. 390,000 compounds, 0.093% hits; also: potency is read from the fitted curve at half-maximal effect; % is scaled to controls: 0 for no effect and ±100 for the full control effect; nearly all actives have a fitted effect of over 65% in size
Target sequence (O75874 whole entry R132H, stated change not applied): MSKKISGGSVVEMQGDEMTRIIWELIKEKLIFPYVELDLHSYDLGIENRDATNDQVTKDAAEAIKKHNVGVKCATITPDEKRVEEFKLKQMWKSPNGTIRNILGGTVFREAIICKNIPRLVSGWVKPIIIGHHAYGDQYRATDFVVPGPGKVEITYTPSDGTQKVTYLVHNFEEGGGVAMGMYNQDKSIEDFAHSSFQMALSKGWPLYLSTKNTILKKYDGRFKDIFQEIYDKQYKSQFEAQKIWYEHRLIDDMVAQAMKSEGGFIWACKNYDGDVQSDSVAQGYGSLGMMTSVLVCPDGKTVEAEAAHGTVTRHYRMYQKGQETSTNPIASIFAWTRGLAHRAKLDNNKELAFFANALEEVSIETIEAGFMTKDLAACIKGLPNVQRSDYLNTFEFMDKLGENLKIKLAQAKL
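IDH1-R132H (0.5 ug/mL) preincubated 30 min with compound, then NADPH (0.016 mM) and alpha-KG (2 mM) added; 80 min at RT, pH 7.5. Remaining NADPH coupled via diaphorase/resazurin to fluorescence (540/590 nm); concentration-response curves normalized to no-enzyme control.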
TrxR1 substrate = rat thioredoxin reductase 1 substrate activity; 390,000 compounds, 0.01% hits; O89049; purified TrxR1 substrate turnover, NADPH consumption readout; Potency, µM (highest dose often 114 µM), inactives show at the highest dose activity change, negative = substrate turnover; AID 588456; also: potency is read from the fitted curve at half-maximal effect; % is scaled to controls: 0 for no effect and ±100 for the full control effect; nearly all actives have a fitted effect of over 50% in size
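Rat TrxR1, dispensed at 90 nM, was prereduced with 400 uM NADPH (final) for 5 min at ~22 deg C, then incubated with compound 15 min before 400 uM selenite. A first-read NADPH fluorescence drop versus no-compound background flagged substrates.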
RXFP1 ag = RXFP1 (human) receptor agonism. Potency, µM (top dose mostly 57.5 µM), for the others: at the top dose activation, usual class: activators. Q9HBX9. AID 2676. HEK293T-RXFP1 cAMP TR-FRET, 30 min; response scale: percent of porcine relaxin response, buffer zero. 370,000 compounds, 0.3% hits; also: potency is read from the fitted curve at half-maximal effect; % is scaled to controls: 0 for no effect and ±100 for the full control effect; nearly all actives have a fitted effect of over 60% in size; many of its hits are not listed in these tables
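cAMP rise read by TR-FRET after 30 min, 37C compound exposure (up to 58 uM) in RXFP1-transfected HEK293 cells with Ro 20174 present. EC50 from Hill-equation fits, with 29 nM porcine relaxin as 100% and buffer as basal.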
USP1-UAF1 inh = inhibitors of human USP1/UAF1 deubiquitinase; O94782; recombinant USP1/UAF1, Ub-Rhodamine cleavage fluorescence; Potency, µM (doses to about 57.1 µM), inactives show top-dose activity change, negative = inhibition, usual class: inhibitors; 390,000 compounds, 0.23% hits; AID 743255; also: potency is read from the fitted curve at half-maximal effect; % is scaled to controls: 0 for no effect and ±100 for the full control effect; nearly all actives have a fitted effect of over 60% in size; inactives centre near -12
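High-throughput fluorogenic screen: 1nM USP1/UAF1 complex, Ub-Rho substrate 150nM final, 50mM HEPES pH 7.8 with 0.5mM EDTA, 0.1 mg/ml BSA, 1mM TCEP and 0.01% Tween-20.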
Vif-APOBEC3G blk = inhibitors of Vif-APOBEC3G interaction. Q9HC16. HeLa A3G-eYFP + Vif (tagged APOBEC3G with the HIV-1 protein that degrades it), YFP fluorescence, overnight. Potency, µM (series often up to 46.1 µM), inactives show at the highest dose activity, negative = active, usual class: inhibitors. 410,000 compounds, 0.076% hits. AID 602310;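 also: potency is read from the fitted curve at half-maximal effect; % is scaled to controls: 0 for no effect and ±100 for the full control effect; nearly all actives have a fitted effect of over 60% in size; hits raise eYFP signal because A3G escapes Vif-driven loss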
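HeLa cells stably expressing Vif and C-terminally eYFP-tagged A3G, seeded overnight at 37 deg C, then exposed to compound by pintool overnight at 37 deg C. Rise in yellow fluorescence (Ex 488/Em 500-530, Acumen) marks blocked Vif-driven A3G degradation.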
PI4K2A block = PI4K2A (human) kinase inhibition | Q9BTU6 | purified PI4K2A, ADP-Glo luminescence, 1 h; active compounds read low | activity change, negative = inhibition, % at 76.9 µM | 420,000 compounds, 0.13% hits; in the data active = activity change below about -50%; inconclusive = mostly about -30% to -49%;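 also: -100% = wells without enzyme as full effect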
Target sequence (Q9BTU6 whole entry, looked up): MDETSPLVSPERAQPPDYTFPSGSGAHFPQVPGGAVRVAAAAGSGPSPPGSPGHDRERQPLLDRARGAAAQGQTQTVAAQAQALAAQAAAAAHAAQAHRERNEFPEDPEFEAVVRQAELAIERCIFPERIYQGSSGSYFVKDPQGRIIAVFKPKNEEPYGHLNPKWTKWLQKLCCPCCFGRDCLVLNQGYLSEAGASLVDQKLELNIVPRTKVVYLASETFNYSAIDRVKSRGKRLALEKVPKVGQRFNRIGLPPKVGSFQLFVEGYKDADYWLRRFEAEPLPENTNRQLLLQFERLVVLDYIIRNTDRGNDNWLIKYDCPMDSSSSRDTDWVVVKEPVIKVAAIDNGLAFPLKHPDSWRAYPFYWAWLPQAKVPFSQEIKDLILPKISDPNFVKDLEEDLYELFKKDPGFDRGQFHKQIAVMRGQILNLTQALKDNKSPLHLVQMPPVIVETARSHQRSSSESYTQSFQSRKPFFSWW
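Compounds are screened against recombinant PI4K2A using PI as substrate and ATP, the latter dispensed at 300 microM. Reactions run one hour at ambient temperature before ADP-Glo detection; full inhibition defined by wells lacking enzyme.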
GRP78 ERSR act = induces the endoplasmic reticulum stress response in human glioma cells; U87-MG GRP78 promoter luciferase reporter, 16 h; Potency, µM, for inactives: at the highest dose activation, usual class: activators; 420,000 compounds, 0.02% hits; also: potency is read from the fitted curve at half-maximal effect; series mostly up to about 76 µM; % of control where 0% means no effect; nearly all actives have a fitted effect of over 35% in size
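ERSR induction read as luciferase luminescence (Bright-Glo, 10 min at room temperature) in stably transfected human U87-MG glioma cells exposed to compounds for 16 h, using GRP78 as sensor.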
Vif-A3F inh = blocks the Vif interaction with APOBEC3F; HeLa A3F-eYFP + Vif (tagged APOBEC3F with the HIV-1 protein that degrades it), YFP fluorescence increase; Potency, µM (doses to about 46.1 µM), inactives show top-dose activity, negative = active; 390,000 compounds, 0.2% hits; also: potency is read from the fitted curve at half-maximal effect; % of control where 0% means no effect; nearly all actives have a fitted effect of over 65% in size
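HeLa cells stably expressing A3F-eYFP plus Vif, plated and incubated overnight at 37 deg C, then exposed to compounds overnight at 37 deg C. Blocked degradation read as raised yellow fluorescence (Ex 488/Em 500-530).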
LDHA block = LDHA (human) enzyme inhibition; purified LDHA, NADH/diaphorase-resazurin fluorescence; active compounds read low; AID 1347041; activity change, % (values are at about 110 or 230 µM); 480,000 compounds, 0.15% hits; in the data active = activity change below about -30%; inconclusive = mostly about -25% to -30%;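 also: plate controls were DMSO wells for no effect and wells without enzyme for full effect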
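Resorufin fluorescence (ex540/em590), read at 0 and 20 min after diaphorase/resazurin addition, reports the NADH left after a 5 min room-temperature reaction of 2 nM human LDH5 with 0.06 mM NADH and 0.2 mM pyruvate.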
* hit, by the source's call; ? = inconclusive; nt = no result given; [ ] = another dose, or the depositor's remark. Unless noted, calls follow the shape of the dose curve; as a rule, active = well fitted curve in the direction sought with a large enough effect; inconclusive = small, poorly fitted or top-dose-only effect, or another doubt; inactive = no such curve, though single readings can be large; an effect the other way counts as inactive or inconclusive. Not all compounds are listed; rates above refer to the full screens.

SMILES	mIDH1 inhibitor	TrxR1 substrate	RXFP1 ag	USP1-UAF1 inh	Vif-APOBEC3G blk	PI4K2A block	GRP78 ERSR act	Vif-A3F inh	LDHA block
C[C@@H]1NC(=O)c2cc([N+](=O)[O-])cc(I)c2OCC[C@@H](C(=O)NC(CC(=O)O)C(N)=O)NC(=O)[C@H](CC(N)=O)NC1=O (some centres undefined)	-18%	0%[57.1 µM]	0.5%	-31%	0%	-7	-1%	-5%	-1
O=S(=O)(NNc1nccc(C(F)(F)F)n1)c1cccc(Cl)c1Cl	4%	0%	2.2%	-10%	0%	4	-2%	1%	3
O=C(CN1C(=O)NC2(CCc3ccccc32)C1=O)c1ccc(F)c(F)c1 (centres undefined)	-4%	-3%	-1.6%	0%	0%	5	-3%	-4%	2
CCOc1ccc(Br)cc1S(=O)(=O)Nc1ccc(NC(=O)c2ccccc2C)cc1	4%	5%	5.2%	-15%	-1%	-5	-3%	4%	1
O=C(NCC1CCCO1)C1CCCN1C(=O)Nc1ccccc1[N+](=O)[O-] (centres undefined)	-2%	-6%	-0.2%	-13%	4%	1	-3%	-21%	-3
COC(=O)CN1C(=O)Nc2ccc(Br)cc2C1c1ccccc1Cl (centres undefined)	4%	-2%	-0.2%	-13%	3%	-4	-3%	2%	-1
COc1ccc(Br)cc1CNC(=O)CCCn1c(=O)c2cccn2c2cccnc21	10%	6%	4.1%	-16%	-13%	-2	-4%	-14%	-1
Cc1cc(=O)n2[nH]c(-c3cccc(Cl)c3)cc2n1	-1%	17%	2.4%	-10%	-8%	1	4%	10%	0
OCC1OCOC2C(CO)OCOC12 (centres undefined)	-9%	-8%	nt	-7%	2%	2	13%	-6%	3
O=C(C1CC(c2ccccc2O)=NO1)N1CCCC1 (centres undefined)	2%	7%	-0.2%	-4%	-2%	-2	-5%	-8%	2
CCc1ccc(CN(Cc2ccco2)c2cnc(S(C)(=O)=O)nc2C(=O)Nc2ccc(C)c(Cl)c2)cc1	0%	-6%	-0.8%	-14%	2%	-2	-2%	6%	-4
COc1ccc(-c2ccc(=O)n(CC(=O)Nc3ccc4c(c3)OCCO4)n2)cc1	0%	13%	-2.3%	-19%	0%	-6	0%	-4%	-5
COc1cc2c(cc1OC)CN(CC(=O)Nc1ccccc1C(=O)NC1CC1)CC2	3%	5%	-0.9%	-5%	0%	3	-3%	-5%	-3
Cn1ncc2c(Nc3ccccc3Cl)nc(Nc3ccccc3Cl)nc21	-4%	33%[activator]	4.7%	-29%	-6%	3	-4%	-33%	-6
Cc1cc(NCCCN(C)C)n2nc(-c3cccs3)cc2n1	7%	12%[57.1 µM]	2.9%	-16%	2%	-4	-1%	1%	-2
Cc1ccc2c(c1)N(C(=O)CCC(=O)N1CCc3ccccc3C1)CCO2	3%	0%	0.2%	-15%	-4%	6	-1%	-5%	4
COCCNc1ncnc2c1ncn2[C@H]1CN(Cc2ccncc2)C[C@@H](CO)O1	nt	nt	nt	nt	-2%	3	-2%	nt	-4
O=C(COc1ccccc1Cl)Nc1ccc2[nH]c(=O)[nH]c2c1	1%	0%	-1.0%	-21%	-18%	3	-5%	5%	-5
O=S1(=O)CCC(N2CCOCC2)C1 (centres undefined)	2%	-3%	2.7%	-8%	1%	-2	1%	-1%	0
c1ccc(CCNCCOc2ccccc2)cc1	5%	-5%	-0.1%	-19%	0%	1	-1%	-30%	-6

Record cards, as listed above. Screens in order: mIDH1 inhibitor, TrxR1 substrate, RXFP1 ag, USP1-UAF1 inh, Vif-APOBEC3G blk, PI4K2A block, GRP78 ERSR act, Vif-A3F inh, LDHA block
Cc1cc(=O)n2[nH]c(-c3cccc(Cl)c3)cc2n1 in the list: -1%, 17%, 2.4%, -10%, -8%, 1, 4%, 10%, 0
COC(=O)CN1C(=O)Nc2ccc(Br)cc2C1c1ccccc1Cl (centres undefined) in the list: 4%, -2%, -0.2%, -13%, 3%, -4, -3%, 2%, -1
COc1ccc(Br)cc1CNC(=O)CCCn1c(=O)c2cccn2c2cccnc21 in the list: 10%, 6%, 4.1%, -16%, -13%, -2, -4%, -14%, -1
CCc1ccc(CN(Cc2ccco2)c2cnc(S(C)(=O)=O)nc2C(=O)Nc2ccc(C)c(Cl)c2)cc1 in the list: 0%, -6%, -0.8%, -14%, 2%, -2, -2%, 6%, -4

Remaining list, next part.
SMILES	mIDH1 inhibitor	TrxR1 substrate	RXFP1 ag	USP1-UAF1 inh	Vif-APOBEC3G blk	PI4K2A block	GRP78 ERSR act	Vif-A3F inh	LDHA block
CC1CCc2c(sc(NC(=O)c3c([N+](=O)[O-])cnn3C)c2C(N)=O)C1 (centres undefined)	-10%	0%	-1.0%	-19%	-11%	3	-4%	3%	-1
O=C1CC(c2ccccc2)CC(O)=C1C=NCCN1CCN(C(=O)Nc2ccccc2)CC1 (centres undefined)	5%	-9%	1.5%	-23%	2%	-4	-3%	3%	-3
Cn1nc([N+](=O)[O-])nc1Sc1cccc2cccnc12	0%	6%[0.0914 µM]	-1.6%	-10%	-3%	-11	-4%	-8%	2
Cc1nn(CC(=O)NCC2CCCO2)c(=O)c2ccccc12 (centres undefined)	1%	-2%	19%	-18%	2%	1	0%	-6%	4
Cc1cc(-c2ccc(C(C)C)c(S(=O)(=O)N3CCOc4ccccc43)c2)on1	14%	-2%	2.4%	-19%	2%	5	-5%	-8%	0
COc1ccc(C(=O)N2CCN(c3ccc(NC(=O)c4cccnc4)cc3)CC2)cc1	6%	-6%	-1.5%	-18%	1%	-3	-1%	0%	0
CCc1ccc(C(=O)COC(=O)c2cccs2)cc1	2%	-6%[57.1 µM]	1.5%	-3%	-1%	-28	-7%	-2%	1
Cc1ccc(NC(=O)Cn2cc(S(=O)(=O)N3CCCC3)c(S(=O)(=O)N3CCCC3)c2)cc1C	28%	-6%	2.4%	-4%	-4%	-1	1%	-7%	3
O=C1C2ON(c3ccccc3)C(c3cccnc3)C2C(=O)N1Cc1ccccc1 (centres undefined)	3%	-4%	-0.1%	-26%	1%	2	-2%	2%	1
CS(=O)(=O)N(CCc1ccccc1)CC(=O)N1CCN(c2ccccc2)CC1	2%	8%[57.1 µM]	2.2%	-14%	-3%	4	-3%	5%	2
CCCCCC(=O)N1C[C@@H](n2cc(COC(=O)c3ccccc3)nn2)[C@H](O)C[C@@H]1c1ccc(OC)cc1	-2%	nt	nt	-2%	-2%	3	-6%	-5%	1
Cc1ccc2[nH]c(=O)c(C(c3nnnn3C(C)(C)C)N3CCN(C(=O)c4ccco4)CC3)cc2c1 (centres undefined)	2%	5%	0.0%	-19%	1%	1	-3%	3%	-10
COC(=O)c1sccc1N/N=C/c1cccc(Oc2ccccc2)c1	1%	7%[57.1 µM]	4.6%	-22%	0%	-4	-2%	-15%	-5
CCOC(=O)C1=C(C)NC(=O)/C1=C\N(C)C	-4%	6%[57.1 µM]	5.8%	?	0%	-1	-2%	-4%	-4
O=C(CSc1nc(-c2ccccc2)no1)N1CCN(c2ccccc2)CC1	-18%	-6%[57.1 µM]	0.3%	?	1%	2	-1%	1%	-9
O=C(Cn1cnc2ccccc2c1=O)NC1CCCc2ccccc21 (centres undefined)	-3%	1%[57.1 µM]	0.7%	-14%	2%	4	-4%	-4%	-4
CCOC(=O)c1c(-c2ccccc2)csc1NC(=O)C1CCCO1 (centres undefined)	-1%	-11%	-0.1%	-6%	0%	-1	-1%	-4%	10
COc1ccc(-c2cc(C)no2)cc1S(=O)(=O)NCC1CCN(Cc2cc(C)ccc2C)CC1	-15%	10%	5.1%	-24%	-8%	-1	-3%	8%	-1
O=C(COC(=O)Cc1ccccc1[N+](=O)[O-])NCc1ccc(F)cc1	-16%	-1%	2.0%	-6%	-9%	-6	-3%	2%	-15
NS(=O)(=O)c1ccc(CNS(=O)(=O)c2cc(C(=O)O)ccc2Cl)cc1	6%	6%	1.6%	-10%	1%	6	-4%	2%	-3
CS(=O)(=O)Nc1cccc(C2=NN(C(=O)CCC(=O)O)C(c3cccs3)C2)c1 (centres undefined)	-1%	-3%	2.9%	1%	1%	-4	-4%	-6%	-1
COc1cccc(N(CC(=O)Nc2ccccc2C)S(C)(=O)=O)c1	-3%	8%	0.9%	3%	0%	-3	-4%	2%	-2
O=S(=O)(NC1=NCCCCC1)c1ccc2ccccc2c1	1%	-9%	-0.3%	-2%	-4%	0	2%	4%	1
O=C(Nc1ccccc1C(=O)N/N=C/c1ccccc1)c1ccco1	0%	-4%[57.1 µM]	-1.0%	-10%	0%	-3	?	-13%	-7
COc1ccccc1N1CCN(C(=O)c2cnc(N3CCOCC3)c3ccccc23)CC1	-3%	0%[57.1 µM]	4.8%	?	-22%	2	-4%	0%	-6
Cc1ccc(S(=O)(=O)Nc2ccc(C(=O)NCCCn3ccnc3)cc2)cc1[N+](=O)[O-]	-25%	0%	0.3%	-22%	-16%	5	-2%	0%	-4
Cc1ccnc(NC(=O)CCCc2c[nH]c3ccccc23)c1	-12%	-9%	-0.6%	-17%	-1%	2	?	-9%	-1
COc1ccc(-c2noc(CCC(=O)NC3CCCCC3)n2)cc1OC	2%	3%	2.8%	-7%	-1%	-9	-6%	3%	-12
Cc1ccc(OCc2nc(-c3cccs3)no2)c([N+](=O)[O-])c1	7%	-4%[57.1 µM]	-1.8%	-4%	-4%	-2	-2%	5%	-3
COc1cccc2c1Oc1nc(-c3ccccc3)nc(SCC(=O)N3CCCCC3)c1C2	18%	-4%	-1.1%	-4%	2%	-2	-3%	2%	-3
